# CYP2C19 act – cytochrome P450 2C19 (human) activation | P33261 | recombinant CYP2C19, luciferin-H EGE luminescence; active compounds read high; 0 = fully inhibited enzyme, 1 = untreated enzyme | activation factor at 5 µM | 96,000 tested, under 10 active;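 active = activation factor of at least 2 at 5 µM in the primary screen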;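 also: 0 = wells with 2.5 mM tranylcypromine and 1 = vehicle-only wells; values of inactives mirror those of a sister screen read the other way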
# Target sequence (P33261 whole entry, looked up): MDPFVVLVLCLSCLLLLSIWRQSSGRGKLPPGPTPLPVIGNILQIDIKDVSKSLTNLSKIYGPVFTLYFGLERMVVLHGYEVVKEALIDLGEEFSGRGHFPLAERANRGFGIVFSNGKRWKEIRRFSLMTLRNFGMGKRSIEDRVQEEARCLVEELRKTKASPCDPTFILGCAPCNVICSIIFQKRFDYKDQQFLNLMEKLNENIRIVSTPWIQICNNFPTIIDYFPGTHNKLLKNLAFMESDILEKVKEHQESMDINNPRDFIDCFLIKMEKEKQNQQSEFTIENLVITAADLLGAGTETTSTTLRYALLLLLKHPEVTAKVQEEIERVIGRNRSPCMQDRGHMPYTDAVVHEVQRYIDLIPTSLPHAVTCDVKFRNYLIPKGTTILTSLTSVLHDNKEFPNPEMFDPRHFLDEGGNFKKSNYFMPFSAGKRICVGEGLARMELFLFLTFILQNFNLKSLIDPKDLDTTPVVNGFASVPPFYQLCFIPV
# HUVEC prolif 384 – human endothelial cell proliferation inhibition | HUVEC proliferation, CellTiter-Glo luminescence, 72 h; active compounds read low | viability, % at 10 µM (by protocol) | actives 1.1% (n = 86,000);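 active = viability at or below 30%; inactive = viability above 30%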;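 also: 100% = median luminescence of DMSO-only cell control wells on each plate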
# H69AR growth 86K – blocks growth of human H69AR lung tumor cells | H69AR lung tumor viability, ATP luminescence, 72 h; active compounds read low | viability, % at 10 µM | actives 6% (n = 85,000) | AID 598;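 active = viability at or below 40%; inactive = viability above 40%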;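 also: multidrug resistant small cell line overexpressing MRP-1 efflux transporter; 100% = mean luminescence of untreated control wells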
# Lung fibro prol – blocks proliferation of human lung fibroblasts. actives 1.1% (n = 85,000). LL 47 human lung fibroblast viability, ATP luminescence; active compounds read low. viability, % at 10 µM. AID 719;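 active = viability at or below 50% in the single dose screen; inactive = viability above 50%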;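 also: compound exposure lasted 72 h before the ATP readout; 100% = median luminescence of untreated cell-only wells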
#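 Signal: luminescent ATP detection, CellTiter-Glo; assay system: LL 47 human lung fibroblasts; input: 1,150 cells/well; incubation: overnight cell rest, 72 h compound treatment at 37 °C; measure: % viability versus median cells-only luminescence; medium: IMEM growth medium with 15% fetal bovine serum; dosing: compound addition at 0.1% DMSO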
# ERa coact pot – enhances coactivator binding to human estrogen receptor alpha; actives 1.3% (n = 86,000); AID 639; coactivator binding (% of control), % at 25.6 µM; TR-FRET ERalpha-LBD/SRC-Cy5 coactivator binding, 2 h; 100 = basal binding, no effect; P03372; in the data active = activity above about 200%;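 also: binding measured in presence of low estradiol as agonist stimulus; 0% = peptide alone without receptor and 100% = receptor with peptide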
# Target sequence (P03372 whole entry, looked up, the tested form may be a part): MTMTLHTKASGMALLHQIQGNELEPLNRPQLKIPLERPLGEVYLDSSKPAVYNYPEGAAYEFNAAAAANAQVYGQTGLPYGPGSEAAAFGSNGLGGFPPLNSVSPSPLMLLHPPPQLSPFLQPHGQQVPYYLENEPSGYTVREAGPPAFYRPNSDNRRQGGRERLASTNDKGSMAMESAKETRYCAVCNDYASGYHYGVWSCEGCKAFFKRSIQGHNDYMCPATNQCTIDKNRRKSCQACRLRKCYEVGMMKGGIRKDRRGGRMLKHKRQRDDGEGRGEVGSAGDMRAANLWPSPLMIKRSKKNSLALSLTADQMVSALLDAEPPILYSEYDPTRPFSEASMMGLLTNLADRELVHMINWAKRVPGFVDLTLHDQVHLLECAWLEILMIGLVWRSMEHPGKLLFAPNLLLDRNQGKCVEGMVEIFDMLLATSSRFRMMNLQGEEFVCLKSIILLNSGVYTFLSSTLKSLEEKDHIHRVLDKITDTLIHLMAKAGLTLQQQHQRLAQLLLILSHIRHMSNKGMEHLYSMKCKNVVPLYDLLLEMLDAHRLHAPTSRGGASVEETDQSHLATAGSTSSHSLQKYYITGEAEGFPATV
# ERa SRC1 inh – ER-alpha (human) coactivator binding inhibition; TR-FRET ER-alpha LBD / SRC-1 peptide, estradiol-bound; actives 1.7% (n = 86,000); P03372; inhibition, % at 25.6 µM; in the data active = inhibition above about 50%;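 also: 0% = receptor plus peptide control and 100% = peptide only without receptor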
# Mac1 fbg enh – CD11b/CD18-fibrinogen binding enhancement. K562 CD11b/CD18 adhesion to fibrinogen, ATPlite luminescence. AID 1499. P05107+P11215. activation, % at 10 µM. actives 0.07% (n = 93,000);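 active = 10 µM primary screen giving 50% or more activity, confirmed by 40% or more on retest at that dose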; also: strong numbers were not always called active
# CYP2C19 inhib – inhibitors of human CYP2C19. P33261. CYP2C19 Supersomes, luciferin-H EGE luminescence, 30 min. inhibition, % at 5 µM. actives 21% (n = 96,000). AID 778;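 active = CYP2C19 inhibition above a set limit at 5 µM in the primary screen, cut at about 50% in these data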;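 also: plate controls were negative control wells for no effect and 2.5 mM tranylcypromine positive control for full effect; values of inactives mirror those of a sister screen read the other way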
# Mac1 fbg inh – blocks human CD11b/CD18 adhesion to fibrinogen. inhibition, % at 10 µM. P05107+P11215. AID 1497. K562 CD11b/CD18 adhesion to fibrinogen, ATPlite luminescence; Mn2+ added to activate the integrin. actives 0.54% (n = 93,000);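 active = primary inhibition of 50% or more at 10 µM, then 40% or more on retest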; also: some results filed as inactive read as strong as hits
# The depositor's hits bear a star; . = not tested or not shown; [ ] = dose if it differs, or a comment.
1: Cn1cnnc1SCC(=O)NCCC(c1ccccc1)c1ccccc1
2: CCCS(=O)(=O)N1CCCC(C(=O)N2CCOCC2)C1 (stereo not drawn)
3: CCOc1ccc2[nH]c(S(=O)(=O)CC)nc2c1Cl
4: O=c1ccc(Oc2nc(N3CCOCC3)nc(N3CCOCC3)n2)n[nH]1
5: CC(=O)c1c(N)[nH]c(-c2ccccc2)nc1=S
6: COC(=O)c1sc(NC(=O)CSc2nnnn2-c2cccc(OC)c2)nc1C
7: Clc1ccc(OCCSCc2nc3ccccc3[nH]2)cc1
8: COC(=O)c1ccc2c(c1)N(Cc1ccccc1F)C(=O)c1ccccc1S2=O (stereo not drawn)
assay / entry,1,2,3,4,5,6,7,8
Lung fibro prol,103.2,97.1,95.8,103.7,96.9,95.2,.,98.2
CYP2C19 act,0.5,.,1.1,0.8,0.9,.,0.4,0.9
Mac1 fbg inh,-0.8,-5.6,-2.4,.,-16.9,.,76.1*,25.2
Mac1 fbg enh,-0.2,-1.5,-6.5,.,26.4,.,-11.9,0.2
H69AR growth 86K,89.7,86.2,86.6,79.8,98.6,42.7,.,91.8
ERa coact pot,84.7,100.3[fluorescence artefact?],96.7,102.3,108.4,179.6,.,85.1
CYP2C19 inhib,48.0,.,-13.8,17.1,6.2,.,63.5*,8.7
HUVEC prolif 384,108.0,96.1,99.6,91.7,92.0,77.7,.,92.6
ERa SRC1 inh,-6.4,-6.5,28.2,2.1,17.0[fluorescence artefact?],1.8[fluorescence artefact?],.,-3.8

9: CCCC(=O)N1c2ccccc2C(=C2SC(C(=O)OC)=C(C(=O)OC)S2)C(=S)C1(C)C
10: O=C(O)c1cc(-c2cccnc2)nn1-c1ccccn1
11: CCc1ccc(N2CC(C(=O)NC3=NCCS3)CC2=O)cc1 (stereo not drawn)
12: CCc1nnc2n1N=C(c1ccc(-c3ccc(Cl)cc3Cl)o1)CS2
13: CCCOc1cc(C)nc(-c2ccccc2O)n1
14: Cc1cccc(OCc2nnc(SCC(=O)N(C(C)C)C(C)C)n2Cc2ccco2)c1C
15: CCOC(=O)c1sc(NC(=O)CSc2nnnn2-c2ccc(C)c(C)c2)nc1C
16: COc1ccc(NC(=O)N2CCn3c2nc2ccccc23)cc1
assay / entry,9,10,11,12,13,14,15,16
Lung fibro prol,86.0,92.8,99.1,94.6,93.5,93.3,96.6,97.1
CYP2C19 act,.,1,1,.,1,0.5,0.8,0.5
Mac1 fbg inh,.,-4.6,.,.,12.3,3.4,11.0,-18.4
Mac1 fbg enh,.,0.9,.,.,-0.9,-2.4,0.9,-3.0
H69AR growth 86K,23.8*,90.7,100.6,84.3,92.7,78.7,81.5,68.5
ERa coact pot,104.5,102.4,138.1,80.3[fluorescence artefact?],100.7,103.1,102.0[fluorescence artefact?],104.5
CYP2C19 inhib,.,-0.3,-1.1,.,-2.9,53.5*,20.4,48.6
HUVEC prolif 384,69.3,81.8,91.5,97.3,88.3,89.2,18.4*,84.9
ERa SRC1 inh,0.0,-6.6,-0.4[fluorescence artefact?],40.4,2.3,1.2,48.7[fluorescence artefact?],-5.3

17: C=CCOC(=O)C(C#N)c1nc2ccccc2nc1N1CCC(C(=O)OCC)CC1 (stereo not drawn)
18: Cn1c(=O)[nH]c(=O)c2c1nc(N1CCCC1)n2CC(O)COc1ccccc1 (stereo not drawn)
19: COC(=O)c1ccc(NC(=O)CN(c2ccc(C)cc2)S(=O)(=O)c2c(C)n[nH]c2C)cc1
20: COc1cc(C(=O)Nc2nc3ccc4nc(C)sc4c3s2)cc(OC)c1OC
21: CCN(CC)CCn1c2ccc(F)cc2c2nc(C)sc21
22: Cc1sc(NC(=O)C2CCCCC2)c(C#N)c1-c1ccccc1
23: CCN1C(=O)CC(N2CCC(Nc3ccc(OC)cc3)CC2)C1=O (stereo not drawn)
24: COCCNC(=O)CSc1nc2ccccc2c(=O)n1CC1CCCO1 (stereo not drawn)
assay / entry,17,18,19,20,21,22,23,24
Lung fibro prol,97.1,93.4,102.7,110.0,96.6,.,92.3,104.7
CYP2C19 act,0.7,1.2,0.7,1.1,0.7,0.9,1.1,0.8
Mac1 fbg inh,-0.2,5.5,-11.4,.,14.0,-7.8,57.8,-11.7
Mac1 fbg enh,0.0,-3.0,-0.9,.,-2.7,8.9,-4.8,0.6
H69AR growth 86K,39.2*,86.6,69.8,89.6,65.3,.,100.5,97.8
ERa coact pot,120.4,109.3,119.2,145.0[fluorescence artefact?],104.2,.,96.4,128.0
CYP2C19 inhib,26.1,-17.4,35.0,-12.0,28.3,7.3,-9.4,22.5
HUVEC prolif 384,90.7,102.2,88.3,98.1,82.8,.,92.3,103.3
ERa SRC1 inh,-2.2,-5.6,10.9[fluorescence artefact?],27.4,-9.0,.,-6.3,-6.4

25: O=C(COC(=O)C1(c2ccc(F)cc2)CCCC1)N1CCN(C(=O)c2ccco2)CC1
26: O=c1[nH][nH]c(=O)c2cc(N3CCCC3)ccc12
27: O=C(NCc1ccccc1)c1ccc(-c2ccc(F)cc2)o1
28: O=C(NCc1ccco1)C(c1ccccc1F)N(Cc1cccnc1)C(=O)Cn1nnc2ccccc21 (stereo not drawn)
29: COc1ccc(NC(=O)c2ccc(Br)o2)c([N+](=O)[O-])c1
30: Cc1ccc(C2CC(=O)Nc3cc4c(cc32)OCCO4)s1 (stereo not drawn)
31: CC1(C)Cc2c(sc3nc4n(c(=N)c23)CCCCC4)CO1
32: CCOC(=O)C(NCc1ccccn1)(NC(=O)c1cccnc1)C(F)(F)F (stereo not drawn)
assay / entry,25,26,27,28,29,30,31,32
Lung fibro prol,96.6,97.4,98.4,113.1,.,83.3,88.0,113.8
CYP2C19 act,0.3,1,0.5,0.8,0.9,0.9,1.1,0.8
Mac1 fbg inh,-4.0,-5.9,-14.5,-4.0,-4.3,-0.8,2.5,-20.5
Mac1 fbg enh,1.7,-2.9,-1.1,-1.5,1.2,-1.9,-4.5,4.4
H69AR growth 86K,88.4,95.6,106.1,87.1,.,53.1,97.5,96.5
ERa coact pot,91.4[fluorescence artefact?],98.6,105.0,106.5,.,100.0,119.0,113.4
CYP2C19 inhib,73.2*,0.9,54.9*,20.3,5.2,9.2,-6.4,16.3
HUVEC prolif 384,97.5,99.3,102.2,102.3,.,84.7,95.0,105.1
ERa SRC1 inh,-31.6,6.8,-1.1,-3.2,.,-1.4,-3.4,-19.3

# One compound at a time, as listed above. Order of values: Lung fibro prol	CYP2C19 act	Mac1 fbg inh	Mac1 fbg enh	H69AR growth 86K	ERa coact pot	CYP2C19 inhib	HUVEC prolif 384	ERa SRC1 inh
# `CCOC(=O)C(NCc1ccccn1)(NC(=O)c1cccnc1)C(F)(F)F` (stereo not drawn) reads 113.8	0.8	-20.5	4.4	96.5	113.4	16.3	105.1	-19.3
# `Cc1ccc(C2CC(=O)Nc3cc4c(cc32)OCCO4)s1` (stereo not drawn) reads 83.3	0.9	-0.8	-1.9	53.1	100.0	9.2	84.7	-1.4
# `COc1ccc(NC(=O)c2ccc(Br)o2)c([N+](=O)[O-])c1` reads .	0.9	-4.3	1.2	.	.	5.2	.	.
# `O=c1[nH][nH]c(=O)c2cc(N3CCCC3)ccc12` reads 97.4	1	-5.9	-2.9	95.6	98.6	0.9	99.3	6.8
# `CC1(C)Cc2c(sc3nc4n(c(=N)c23)CCCCC4)CO1` reads 88.0	1.1	2.5	-4.5	97.5	119.0	-6.4	95.0	-3.4

# Continued:
33: Cc1ccc(Cn2c(N)c(S(=O)(=O)c3cccs3)c3nc4ccccc4nc32)cc1
34: O=C(CSc1n[nH]c(-c2ccccc2O)n1)N1CCCc2ccccc21
35: Cc1ccc2c3c1C1(C(=O)N3C(C)(C)CC2C)C(C#N)=C(N)Oc2cc(O)ccc21 (stereo not drawn)
36: Cc1nnc(NC(=O)c2ccc3c(c2)C(=O)N(CCC(C)C)C3=O)s1
37: CC1Cc2cc(-c3csc(NC(=O)Cc4ccccc4)n3)ccc2N1S(C)(=O)=O (stereo not drawn)
38: COc1ccc2nc3oc(C(=O)N4CCN(c5ccccc5F)CC4)cc3cc2c1
39: CCCCOc1ncnc2c1[nH]c1ccc(F)cc12
40: CCC(C)N(NC(C)=O)c1nc(Cl)nc(NC(C)C)n1 (stereo not drawn)
assay / entry,33,34,35,36,37,38,39,40
Lung fibro prol,.,99.9,88.5,103.7,100.9,106.8,77.8,.
CYP2C19 act,1,0.2,0.3,1,0.7,0.9,0.7,1
Mac1 fbg inh,5.1,18.1,1.6,7.0,67.0,-18.1,79.8,-19.3
Mac1 fbg enh,37.3,1.0,4.1,4.9,-4.4,1.0,-7.3,-2.5
H69AR growth 86K,.,25.1*,85.1,66.2,92.2,80.0,53.6,.
ERa coact pot,.,88.5[fluorescence artefact?],75.8[fluorescence artefact?],109.0,111.6,168.6,88.8,.
CYP2C19 inhib,-2.1,81.9*,69.7*,3.2,25.1,5.9,25.6,-4.9
HUVEC prolif 384,.,52.9,32.4,92.7,72.7,41.9,88.5,.
ERa SRC1 inh,.,0.1,-4.9,5.9,3.0[fluorescence artefact?],28.1[fluorescence artefact?],14.2,.

41: Cc1c(C(=O)O)c(=S)sn1CCOc1ccccc1
42: CN=C(NC)SC1CC(=O)N(c2ccccc2)C1=O (stereo not drawn)
43: CCOC(=O)c1ccc(NC(=O)Cn2cccc2)cc1
44: c1cncc(-c2nc(N3CCCCCC3)c3ccccc3n2)c1
45: CCCOc1ccc(N2C(=O)CC(N3CCN(C(=O)c4ccco4)CC3)C2=O)cc1 (stereo not drawn)
46: COc1ccccc1/C=N/NC(=O)C1=NNC(c2ccccc2)(c2ccccc2)C1
47: CN(c1ccccc1C(=O)Nc1ccc2c(c1)OCO2)S(C)(=O)=O
48: O=C(NC1CCCCC1)N1CCN(C2CCCCC2)CC1
assay / entry,41,42,43,44,45,46,47,48
Lung fibro prol,98.1,98.0,109.0,96.9,.,92.6,96.1,97.9
CYP2C19 act,1,0.9,0.8,0.6,0.9,.,.,1.1
Mac1 fbg inh,12.9,-2.5,-2.3,-9.2,-6.5,.,.,-8.5
Mac1 fbg enh,1.9,-2.1,0.4,4.5,-0.7,.,.,-2.9
H69AR growth 86K,100.8,90.2,94.1,57.0,.,73.6,.,104.0
ERa coact pot,93.2,110.2,119.9,112.4,.,90.7[fluorescence artefact?],62.4,124.1[fluorescence artefact?]
CYP2C19 inhib,0.9,11.1,20.6,39.0,6.9,.,.,-6.9
HUVEC prolif 384,100.7,91.0,104.4,89.0,.,78.5,88.0,96.2
ERa SRC1 inh,-14.0,-10.1,0.4,3.9[fluorescence artefact?],.,-0.8,48.3[fluorescence artefact?],-11.9

49: CC1CN(C(=O)c2ccccc2C(=O)c2ncc[nH]2)CC(C)O1 (stereo not drawn)
50: Nc1nc2n(n1)C(c1ccco1)CC(c1ccc(Cl)cc1)N2 (stereo not drawn)
51: Cc1cc(SCC(=O)c2ccccc2)nc(SCC(=O)c2ccccc2)n1
52: COC(=O)[C@H](C)NC(=O)NC1CCCc2ccccc21 (stereo partly drawn)
assay / entry,49,50,51,52
Lung fibro prol,107.2,99.5,102.5,98.3
CYP2C19 act,1.1,0.9,0.5,0.9
Mac1 fbg inh,-6.6,-11.5,.,-3.3
Mac1 fbg enh,-1.7,-0.2,.,-4.6
H69AR growth 86K,97.8,108.8,72.1,97.5
ERa coact pot,99.5,160.1,97.3,113.7
CYP2C19 inhib,-11.1,10.8,53.4*,12.7
HUVEC prolif 384,102.7,96.7,91.6,87.0
ERa SRC1 inh,0.9,-0.7,-12.3,-5.3

# Screening results as filed in PubChem.
